HCV inh = qHTS Assay for Inhibitors of Hepatitis C Virus (HCV); Huh7.5.1 HCVcc-Cre infection, luciferase reporter, 44 h; Potency, µM (top dose mostly 41.8 µM), for the others: at the highest dose activity change, negative = inhibition, usual class: inhibitors; actives 3.4% (n = 340,000); AID 651820, 2012; note: potency is the fitted concentration of half-maximal effect
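Infectious HCVcc-Cre (~0.5 moi) was added to cells just after compound, with cells seeded 4 h earlier at 1,000 per well. Luciferase activity after 44 h culture reported infection; substrate was incubated 15 min at room temperature before reading.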
AmpC no deterg = qHTS Inhibitors of AmpC Beta-Lactamase (assay without detergent); P00811; AmpC nitrocefin hydrolysis, absorbance 480 nm, 0.0001% Triton; Potency, µM (series often up to 57.1 µM), for the others: at the highest dose activity change, negative = inhibition, usual class: inhibitors; actives 0.52% (n = 330,000); AID 485341, 2010;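 note: potency is the fitted concentration of half-maximal effect; plate controls were no compound for no effect and no enzyme for full effect; nearly all actives have a fitted effect of over 20% in size; some results filed as inactive show a strong effect at the top dose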
Target sequence (P00811 whole entry, looked up): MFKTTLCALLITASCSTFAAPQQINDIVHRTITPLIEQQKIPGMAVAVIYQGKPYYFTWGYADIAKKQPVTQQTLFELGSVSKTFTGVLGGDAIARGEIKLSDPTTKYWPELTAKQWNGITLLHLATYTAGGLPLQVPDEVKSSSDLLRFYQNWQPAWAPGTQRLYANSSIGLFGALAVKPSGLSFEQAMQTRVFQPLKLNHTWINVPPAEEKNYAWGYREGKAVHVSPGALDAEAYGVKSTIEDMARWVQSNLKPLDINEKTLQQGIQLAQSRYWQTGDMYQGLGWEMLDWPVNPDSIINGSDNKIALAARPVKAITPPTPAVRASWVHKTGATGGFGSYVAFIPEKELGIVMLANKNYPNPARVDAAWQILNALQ
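AmpC (5.3 nM in the dispensed reagent) in 20 mM phosphate pH 7.0 with 0.01% (detergent screen) or 0.0001% Triton X-100 was preincubated with compounds for 15 min at room temperature. Nitrocefin was then added from an 800 uM solution, and hydrolysis was followed at 480 nm.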
FBPA Giardia inh = qHTS Assay for Inhibitors of Fructose-1,6-bisphosphate Aldolase from Giardia Lamblia | purified Giardia FBPA | actives 0.71% (n = 290,000) | A8B2U2 | Potency, µM (highest dose often 59.6 µM), inactives show at the highest dose activity, negative = inhibition, hits mostly inhibitors | AID 2451, 2010; note: potency is the fitted concentration of half-maximal effect; nearly all actives have a fitted effect of over 55% in size
Target sequence (A8B2U2 whole entry, looked up): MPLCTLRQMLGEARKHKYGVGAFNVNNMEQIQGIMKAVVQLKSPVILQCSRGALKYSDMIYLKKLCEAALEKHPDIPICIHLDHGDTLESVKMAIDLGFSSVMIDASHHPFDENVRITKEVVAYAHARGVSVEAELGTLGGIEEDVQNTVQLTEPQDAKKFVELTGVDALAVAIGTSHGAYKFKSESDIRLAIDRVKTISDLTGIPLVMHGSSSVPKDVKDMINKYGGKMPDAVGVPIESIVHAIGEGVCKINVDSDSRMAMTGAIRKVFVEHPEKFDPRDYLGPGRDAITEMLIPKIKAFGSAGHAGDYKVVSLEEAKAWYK
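Giardia FBPA (40 nM reagent) was preincubated 10 min at RT with compound (up to 57.5 uM final), then substrate plus GAPDH/TPI/NAD/arsenate coupling system with diaphorase/resazurin was added; resorufin fluorescence (525/598 nm) was read after 20 min.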
Sm TGR block = qHTS Assay for the Inhibitors of Schistosoma Mansoni Peroxiredoxins; purified TGR, DTNB reduction, TNB absorbance 405 nm; Potency, µM (series often up to 114 µM), without a hit: top-dose activity change, negative = inhibition, actives largely listed as inhibitors; actives 3% (n = 360,000); Schistosoma mansoni thioredoxin glutathione reductase (TGR), Q962Y6; note: potency is the fitted concentration of half-maximal effect; nearly all actives have a fitted effect of over 60% in size
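First, TGR (20 nM dispensed) and NADPH were mixed with compound. Second, a 15 min room-temperature incubation followed. Third, further NADPH and then DTNB were added to start the reaction. Finally, TNB absorbance was monitored kinetically.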
AmpC detergent = qHTS Inhibitors of AmpC Beta-Lactamase (assay with detergent); P00811; actives 0.041% (n = 370,000); AID 485294, 2010; Potency, µM (titrated, usually from 114 µM), for the others: at the highest dose activity change, negative = inhibition, most hits filed as inhibitors; AmpC hydrolysis of nitrocefin, absorbance 480 nm, 0.01% Triton;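 note: potency is the fitted concentration of half-maximal effect; 0% = no-compound wells and -100% = no-enzyme wells; nearly all actives have a fitted effect of over 25% in size; some results filed as inactive show a strong effect at the top dose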
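AmpC (5.3 nM in the dispensed reagent) in 20 mM phosphate pH 7.0 with 0.01% (detergent screen) or 0.0001% Triton X-100 was preincubated with compounds for 15 min at room temperature. Nitrocefin was then added from an 800 uM solution, and hydrolysis was followed at 480 nm.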
HCMV antiviral = qHTS Assay for inhibitors of the human cytomegalovirus (HCMV) | AID 1259415, 2018 | activity change, negative = inhibition, % at 57.5 µM | actives 4.5% (n = 410,000) | HFF cells, HCMV-luciferase reporter, 72 h; hits give low values; in the data active = activity change below about -60%; inconclusive = no clear call, values can overlap the other calls; inactive = above about -39%
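Two-dose cell screen: HFF monolayers treated with compounds and infected with luciferase-expressing HCMV at 1 PFU/cell, 72 h at 37C, then lysed for luciferase measurement.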
The depositor's hits bear a star; ? = inconclusive; . = no result given; & = joins results of further samples; [ ] = dose if it differs, or a comment. Unless noted, calls come from the whole dose curve; as a rule, active = well fitted curve in the direction sought with a large enough effect; inconclusive = small, poorly fitted or top-dose-only effect, or another doubt; inactive = no such curve, though single readings can be large; an effect the other way counts as inactive or inconclusive. Unless noted, % is set by controls: 0 for no effect and ±100 for the full control effect.

(1) O=C(Cn1cnc2c(nnn2Cc2ccc(Cl)cc2)c1=O)c1ccccc1
(2) O=c1[nH]c2cccnc2n1-c1cccc([N+](=O)[O-])c1
(3) COc1ccc(CCC(=O)N2CCN(S(=O)(=O)c3cccs3)CC2)cc1
(4) Cc1c(CCOC(=O)c2ccc(Cl)cc2Cl)sc[n+]1CC(=O)c1ccc(Br)cc1
(5) COc1ccc(-n2c(N3CCN(C)CC3)nc3sc4c(c3c2=O)CCCCC4)cc1
(6) CN(C)S(=O)(=O)c1ccc(NC(=O)COc2ncnc3c2cnn3-c2ccccc2)cc1
(7) COc1ccc(C)cc1NC(=O)CSc1nnc2ccc(-c3ccccn3)nn12
(8) Cc1cc(Cl)ccc1NC(=O)Nc1c(C)n(-c2ccccc2)c(=O)n1C

assay / compound	1	2	3	4	5	6	7	8
HCV inh	5%	18%	-25%	14µM*	13µM*	12%	10%	-13%
AmpC no deterg	-14%	-7%	-8%	160%[activator]	5%	-11%	-23%	-20%
FBPA Giardia inh	-5%	6%	.	.	-7%	1%	.	-2%
Sm TGR block	2%	3%	-10%	.	6%	5%	-1%	-15%
AmpC detergent	9%	4%	0%	.	9%	-1%	-12%	?
HCMV antiviral	-71*	-85*	-27	0	-20	?	-16	13

(9) CCCCNC(=O)c1onc(CSc2cccc(F)c2)c1C(=O)O
(10) Cn1nc(C(=O)NC2CCCC2)c2ccccc2c1=O
(11) O=C(COC(=O)c1ccc(CN2CCCC2=O)cc1)Nc1ccc(F)cc1
(12) CC[C@@H]1C=C(C(=O)O)[C@H](c2cccc(C)c2)N1S(=O)(=O)c1ccc(C)cc1
(13) O=C(Nc1nn(Cc2ccc(Cl)cc2)cc1Br)c1ccc(COc2ccccc2Cl)o1
(14) N/C(=N\OC(=O)C12CC3CC(CC(C3)C1)C2)c1ccccn1
(15) CCCNC(=O)Cn1nc(C(F)(F)F)c2c1CCC2
(16) Cc1nc2c(-c3ccc(F)cc3)c(C)nn2c(C)c1CCC(=O)N1CCN(c2ccc(F)cc2)CC1

assay / compound	9	10	11	12	13	14	15	16
HCV inh	-1%	-2%	-5%	34%[activator][8.37 µM]	?	8%	12%	9%
AmpC no deterg	-24%	-15%	-17%	-7%	-33%	-5%	11%	2%
FBPA Giardia inh	8%	.	.	.	-4%	3%	3%	1%
Sm TGR block	-1%	-1%	2%	.	-10%	2%	-5%[57.1 µM]	-1%&0%
AmpC detergent	-6%	-1%	0%	.	-9%	-14%	3%	?
HCMV antiviral	-32	50	-26	27	-1	101	4	?

(17) Cc1cc([N+](=O)[O-])nn1Cc1noc(C(=O)NCCc2ccccn2)n1
(18) COCc1ccc(C(=O)N2CCCC(CNC(=O)c3ccc(F)cc3)C2)o1 (stereo not drawn)
(19) COCCCNC(=O)c1cc(C)nn1-c1ccccc1
(20) C=C1c2ccccc2NC(=O)N1c1ccc(C)cc1
(21) COc1ccc(S(=O)(=O)Nc2cccc3c2O[C@H](CN(C)S(=O)(=O)c2cn(C)cn2)[C@@H](C)CN([C@H](C)CO)C3=O)cc1
(22) COc1ccc(N(CC(=O)NCc2ccccc2Cl)S(=O)(=O)c2c(C)noc2C)cc1
(23) C/C(=N\NC(=O)c1ccccc1)c1ccc(NC(=O)c2cccs2)cc1
(24) O=C(O)CCN1C(=O)c2ccc(NC(=O)c3ccco3)cc2C1=O

assay / compound	17	18	19	20	21	22	23	24
HCV inh	21%	3%	4%	-13%	12%	?	?	19%
AmpC no deterg	-14%	-2%	-5%	-16%	111%[activator]	-2%	-24%	-22%
FBPA Giardia inh	-3%	.	-13%	0%	.	8%	1%	1%
Sm TGR block	5%	?	8%	-29%	.	0%	-13%	.
AmpC detergent	0%	3%	2%	0%	.	-4%	-4%	4%
HCMV antiviral	-7	29	66	73	8	-34	24	10

Quoted from the listing.
AmpC detergent with #23 = -4%
FBPA Giardia inh with #19 = -13%

(cont.)
(25) CCOc1cc(C2C(C(=O)OC)=C(C)NC3=C2C(=O)c2ccccc23)c(Br)cc1OC (stereo not drawn)
(26) C(=C\c1ccccc1)/C=N/N1CCN(c2ccccn2)CC1
(27) Cc1ccc2cc(C)c(N3CCN(c4ccccn4)CC3)nc2c1
(28) O=C(CSc1nc2ccccc2c(=O)n1NC(=O)Cc1ccccc1)NCc1ccccc1
(29) O=C(O)CCc1nn2c3ccccc3nc2n(Cc2ccccc2)c1=O
(30) COc1ccc(-c2noc(CNS(=O)(=O)c3ccc(Br)cc3)n2)cc1OC
(31) O=C(CSc1n[nH]c(-c2cccs2)n1)NC1CCS(=O)(=O)C1 (stereo not drawn)
(32) O=C(Cc1nn[nH]n1)Nc1cc(Cl)cc(Cl)c1

assay / compound	25	26	27	28	29	30	31	32
HCV inh	.	7%	?	-2%	8%	.	14%	10%
AmpC no deterg	.	-4%	1%	-58%	-35%	.	2%	-21%
FBPA Giardia inh	.	5%	0%	9%	4%	.	?	-20%
Sm TGR block	15%	-7%	0%	23%	36%	-3%	-3%	-4%
AmpC detergent	12%	?	-19%	7%	5%	17%	-3%	-6%
HCMV antiviral	2	78	-36	67	-33	-10	.	-13

(33) CN(CCC#N)C(=O)COC(=O)c1c2c(nc3ccccc13)/C(=C/c1ccco1)CC2
(34) CCOc1ccc(S(=O)(=O)NCCCN2CCCC2=O)cc1
(35) Cc1nc2cc(-c3cccc(F)c3)nn2c(N2CCN(C(=O)c3ccco3)CC2)c1C
(36) OC(COCc1ccc(Cl)cc1)CN1CCc2ccccc2C1 (stereo not drawn)
(37) CCC(C(=O)NCc1ccccn1)n1c2ccccc2c2nc(=O)cc(C)n21 (stereo not drawn)
(38) CCO/C=C/C(=O)N(C)CCC#N
(39) CCOC(=O)c1[nH]c2ccc(Br)cc2c1NC(=O)CCN1CCOCC1
(40) CC(=O)Nc1ccc(S(=O)(=O)NC(C)C(=O)NC(C)c2ccccc2)cc1 (stereo not drawn)

assay / compound	33	34	35	36	37	38	39	40
HCV inh	?	2%	3%	-6%	13%	17%	9%	19%
AmpC no deterg	67%[activator]	1%	-4%	-7%	0%	-4%	3%	-24%
FBPA Giardia inh	?	7%	2%	-10%	.	1%	3%	1%
Sm TGR block	10µM*	.	7%	-3%	-6%	-26%	4%	-4%
AmpC detergent	-11%	8%	-1%	?	1%	?	12%	8%
HCMV antiviral	29	-37	-2	-17	-13	25	31	-25

(41) CCNS(=O)(=O)c1ccc(NC(=O)Nc2cccc(OC)c2)cc1
(42) CCc1nnc(NC(=O)CN2CCN(Cc3cccc(F)c3)CC2)s1
(43) O=C(O)c1csc(-c2ccc(Cl)cc2)n1
(44) COc1ccc(NC(=O)CSc2nccn2-c2cccc(OC)c2)cc1
(45) O=c1oc2c(O)cccc2cc1-c1nc2ccccc2[nH]1
(46) O=C(Oc1cc(=O)oc2c1c(=O)n1c3c(cccc23)CC1)c1ccc(F)cc1
(47) Cc1cc(Cl)ccc1NC(=O)CCS(=O)(=O)c1cc2c(cc1C)NC(=O)CO2
(48) CC1C(C#N)=C(N)OC2=C1C(=O)CC(C)(C)C2 (stereo not drawn)

assay / compound	41	42	43	44	45	46	47	48
HCV inh	?	1%	26%	5%	-9%	7%	.	-1%
AmpC no deterg	-31%	-19%	-9%	-22%	-13%	-10%	.	-2%
FBPA Giardia inh	?	.	9%	10%	10%	-15%	.	1%
Sm TGR block	1%	-34%	-1%	4%	11%	25µM*	-11%	1%[11.4 µM]
AmpC detergent	2%	4%	4%	2%	3%	?	-4%	-3%
HCMV antiviral	-23	5	-1	-12	202	10	-23	25

(49) O=C(CSc1nnc(-c2ccc(Cl)cc2Cl)n1C1CCCCC1)NC1CCS(=O)(=O)C1 (stereo not drawn)
(50) CC(=O)N1CCC2(CC1)OC(=O)C(C)=C2C(=O)NCc1cccc(Cl)c1
(51) CNC(=S)N(CCO)Cc1cc2cc3c(cc2[nH]c1=O)OCO3
(52) CCC(=O)c1ccc(OCC(=O)O)c(OC)c1
(53) CCCCc1nc2ccccc2c(=O)n1-c1cccc(OC)c1
(54) COc1ccc(CNC(=O)C2CCCN(C(=O)c3cnn(-c4ccc(F)cc4)c3-n3cccc3)C2)cc1 (stereo not drawn)
(55) CC[C@@H]1CCCCc2ccccc2[C@H](C(=O)C[C@H](O)CC(C)=O)OC1=O
(56) Cc1onc(-c2ccccc2)c1C(=O)NCCc1c[nH]c2ccccc12

assay / compound	49	50	51	52	53	54	55	56
HCV inh	21%	.	0%	9%	.	.	-1%	19%
AmpC no deterg	182%[activator]	.	-4%	-12%	.	.	-1%	-29%
FBPA Giardia inh	.	.	4%	1%	.	.	.	0%
Sm TGR block	10%	16%	12%	.	-9%	2%	.	-23%
AmpC detergent	-3%	-2%	0%	-1%	-6%	12%	.	-4%
HCMV antiviral	-16	-1	14	10	18	17	-11	5

Among those listed so far, eleven contain a Cl atom.
(1) O=C(Cn1cnc2c(nnn2Cc2ccc(Cl)cc2)c1=O)c1ccccc1
(4) Cc1c(CCOC(=O)c2ccc(Cl)cc2Cl)sc[n+]1CC(=O)c1ccc(Br)cc1
(8) Cc1cc(Cl)ccc1NC(=O)Nc1c(C)n(-c2ccccc2)c(=O)n1C
(13) O=C(Nc1nn(Cc2ccc(Cl)cc2)cc1Br)c1ccc(COc2ccccc2Cl)o1
(22) COc1ccc(N(CC(=O)NCc2ccccc2Cl)S(=O)(=O)c2c(C)noc2C)cc1
(32) O=C(Cc1nn[nH]n1)Nc1cc(Cl)cc(Cl)c1
(36) OC(COCc1ccc(Cl)cc1)CN1CCc2ccccc2C1 (stereo not drawn)
(43) O=C(O)c1csc(-c2ccc(Cl)cc2)n1
(47) Cc1cc(Cl)ccc1NC(=O)CCS(=O)(=O)c1cc2c(cc1C)NC(=O)CO2
(49) O=C(CSc1nnc(-c2ccc(Cl)cc2Cl)n1C1CCCCC1)NC1CCS(=O)(=O)C1 (stereo not drawn)

assay / compound	1	4	8	13	22	32	36	43	47	49
HCV inh	5%	14µM*	-13%	?	?	10%	-6%	26%	.	21%
AmpC no deterg	-14%	160%[activator]	-20%	-33%	-2%	-21%	-7%	-9%	.	182%[activator]
FBPA Giardia inh	-5%	.	-2%	-4%	8%	-20%	-10%	9%	.	.
Sm TGR block	2%	.	-15%	-10%	0%	-4%	-3%	-1%	-11%	10%
AmpC detergent	9%	.	?	-9%	-4%	-6%	?	4%	-4%	-3%
HCMV antiviral	-71*	0	13	-1	-34	-13	-17	-1	-23	-16

(50) CC(=O)N1CCC2(CC1)OC(=O)C(C)=C2C(=O)NCc1cccc(Cl)c1

assay / compound	50
HCV inh	.
AmpC no deterg	.
FBPA Giardia inh	.
Sm TGR block	16%
AmpC detergent	-2%
HCMV antiviral	-1

From PubChem BioAssay
